# Screens from PubChem BioAssay.
# DT40 TDP1 CPT = DT40-hTDP1 cell growth loss with CPT | hit rate 12% among 420,000 | AID 686979 | Potency, µM (series often up to 46.2 µM), for the others: at the highest dose activity change, negative = growth inhibition, most hits filed as inhibitors | chicken DT40 Tdp1-/-;hTDP1 cells + 20 nM CPT, ATP luminescence, 48 h; further: nearly all actives have a fitted effect of over 55% in size
#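 Chicken DT40 Tdp1-/- cells stably complemented with human TDP1 were seeded at 400 cells/well in medium containing 20 nM camptothecin, exposed to pin-transferred compounds, and grown at 37 °C for at least 48 hr. Viability was read as ATP luminescence.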
# TDP1 inh = blocks human tyrosyl-DNA phosphodiesterase 1 | Q9NUW8 | recombinant TDP1, AlphaScreen DNA substrate cleavage | Potency, µM (series often up to 130 µM), without a hit: top-dose activity change, negative = inhibition, most hits filed as inhibitors | hit rate 0.28% among 350,000; further: nearly all actives have a fitted effect of over 40% in size
# Target sequence (Q9NUW8 whole entry, looked up): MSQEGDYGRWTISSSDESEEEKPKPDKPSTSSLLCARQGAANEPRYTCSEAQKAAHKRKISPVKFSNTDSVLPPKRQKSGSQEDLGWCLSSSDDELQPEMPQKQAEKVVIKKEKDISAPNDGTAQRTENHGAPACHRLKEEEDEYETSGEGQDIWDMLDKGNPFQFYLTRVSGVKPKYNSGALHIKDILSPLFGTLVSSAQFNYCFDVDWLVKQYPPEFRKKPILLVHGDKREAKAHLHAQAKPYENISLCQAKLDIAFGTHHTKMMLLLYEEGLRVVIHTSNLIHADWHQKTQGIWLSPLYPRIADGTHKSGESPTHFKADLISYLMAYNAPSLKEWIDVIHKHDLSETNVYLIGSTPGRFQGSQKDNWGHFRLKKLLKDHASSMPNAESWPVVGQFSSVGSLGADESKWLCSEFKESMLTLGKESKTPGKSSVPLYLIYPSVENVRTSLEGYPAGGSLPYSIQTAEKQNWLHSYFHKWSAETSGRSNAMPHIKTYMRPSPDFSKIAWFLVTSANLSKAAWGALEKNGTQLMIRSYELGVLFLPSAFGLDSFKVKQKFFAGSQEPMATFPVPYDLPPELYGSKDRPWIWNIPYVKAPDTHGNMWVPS
#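 AlphaScreen read-out: signal falls as enzyme removes the 3' tyrosine-FITC from a 5'-biotinylated DNA oligo (15 nM, 5 min, RT). Enzyme was E. coli-made recombinant Tdp1 at 1 nM, exposed to compound for 15 min beforehand; beads 10 ug/ml, 10 min.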
# DT40 TDP1 no CPT = qHTS for Inhibitors of human tyrosyl-DNA phosphodiesterase 1 (TDP1): qHTS in cells in absence of CPT | DT40 Tdp1-/- hTDP1 cells, no CPT, ATP luminescence, 48 h | Potency, µM (top dose mostly 46.2 µM), for the others: top-dose activity change, negative = growth inhibition, hits mostly inhibitors | hit rate 15% among 420,000 | AID 686978, 2013; further: nearly all actives have a fitted effect of over 55% in size
#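 DT40 Tdp1-/-;hTDP1 cells, no CPT (DMSO vehicle only), 400 cells/well; compounds pin-transferred; ≥48 hr, 37 °C; CellTiter-Glo 30 min RT dark, luminescence read.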
# * hit, by the source's call; ? = inconclusive; . = not tested or not shown; & = joins results of further samples; [ ] = another dose, or the depositor's remark. The call rests on the fitted dose curve; in most records, active means well fitted curve in the direction sought with a large enough effect; inconclusive means small, poorly fitted or top-dose-only effect, or another doubt; inactive means no such curve, though single readings can be large; an effect the other way counts as inactive or inconclusive. On the % scale 0 is the no-effect control and ±100 the full control effect; potency means the concentration at half of the fitted maximal effect.
SMILES,DT40 TDP1 CPT,TDP1 inh,DT40 TDP1 no CPT
Cc1ccc(C2=NCCn3c2c2ccc(C(F)(F)F)cc2[n+]3[O-])cc1,-10%,4%,-19%
Cc1ccc(S(=O)(=O)N2CCCC2C(=O)NCCc2nc3ccccc3[nH]2)cc1 (centres undefined),?,3%,?
O=C(CCC(=O)N1CCOc2ccccc21)Nc1cc(F)ccc1F,?,.,-25%
Cc1cc(C)cc(C(=O)NCC(=O)OCC(=O)N2c3ccccc3NC(=O)C2(C)C)c1,-1%,?,0%
Nc1cc(N)cc(C(=O)OCC(=O)Nc2cc(S(=O)(=O)N3CCCCC3)ccc2Cl)c1,-26%,5%,?
O=C(NCc1ccncc1)C(=O)NCC1OCCN1S(=O)(=O)c1ccccc1 (centres undefined),-1%,.,2%
CC(NC(=O)[C@H](NC(=O)[C@@H]1Cc2ccccc2CN1)c1ccccc1)c1ccccc1 (some centres undefined),18%,.,-11%
COCCN(CCOC)Cc1cc(=O)oc2ccccc12,-4%,.,0%
COc1cccc(CNC(=O)N2CCN(c3ccccc3C)CC2)c1,?,0%,?
COC(=O)[C@@H]1C[C@H](NC(=O)c2cc(C(F)(F)F)ccc2Cl)CN1Cc1cccc(O)c1,2%[9.04 µM],.,-12%
CC(C)n1c(SCC(N)=O)nc2c1c(=O)[nH]c(=O)n2C,-13%,4%,-11%
O=C(C1CCCCC1)N(Cc1cccnc1)c1nc2c(F)cccc2s1,21µM*,0%,21µM*
COc1cc(SC)ccc1C(=O)Nc1ccncc1,16µM*,0%,13µM*
CCCn1c(SCC(=O)Nc2nnc(C)s2)nnc1-c1ccoc1C,-23%,12%,?
O=C(CSc1nnc(-c2c[nH]c3ccccc23)n1-c1ccc(F)cc1)NCc1ccco1,?,5%,?
Cc1cc(Cl)ccc1NC(=O)CCS(=O)(=O)c1ccc2c(c1)CC(C)N2C(=O)C1CC1 (centres undefined),12µM*,3%,?
O=C1c2cccc3cccc(c23)C(=O)N1CCN1CCN(CC(O)COc2ccccc2)CC1 (centres undefined),-14%,0%,-29%
CCc1c(-c2cccc(Br)c2)ncn1Cc1cccc(-c2ccccc2)c1,?,.,23µM*
CCOC(=O)C1(C)CCCCN1C(=O)c1ccc(F)c(C)c1 (centres undefined),-66%,.,?
Fc1cccc(/C=N/Nc2ccc(Cl)nn2)c1,-20%,.,-11%
CCCCn1c(N)c(N(CCC(C)C)C(=O)c2ccc([N+](=O)[O-])o2)c(=O)[nH]c1=O,-28%,1%,-25%
Cc1ccc(S(=O)(=O)N2CCCCC2)cc1,-1%,.,2%
COc1ccc(C(CC(=O)N2CCCC2)c2c(OC)cc(OC)c3ccc(=O)oc23)cc1 (centres undefined),?,-4%&-2%,?
Cc1cc(=O)nc2c3ccccc3n(C(C)C(=O)NCCN3CCOCC3)n12 (centres undefined),3%,1%,4%
CCOC(=O)CCCCCCCCC(=O)Nc1ccc(-n2[nH]c(=O)cc2C)cc1,-26%,.,-29%
COc1cc(/C=C/[N+](=O)[O-])ccc1OC(=O)c1cc2ccccc2oc1=O,?,.,26µM*
Cc1ccc(-n2c(C)cc3c2CC(C)(C)CC3=O)cc1C,-21%,7%,-28%
CCCCc1nn2c(=O)cc(COC(=O)C3CCCCC3)nc2s1,-25%,6%,-16%
CCOc1ccc(C2C(C(=O)c3ccc(C)o3)=C(O)C(=O)N2CCN2CCOCC2)cc1OC (centres undefined),-7%,-2%,3%
CC1Cc2ccccc2N1C(=O)c1ccc(N2CCCCC2)c([N+](=O)[O-])c1 (centres undefined),?,7%,?
CC(Sc1ccc(S(=O)(=O)N2CCN(C)CC2)cn1)C(=O)NC1CCCC(C)C1C (centres undefined),?,.,?
CN1CCN(CC(O)COc2ccc(OCC(O)CN3CCN(C)CC3)cc2)CC1 (centres undefined),2%,1%,-5%
O=C(CSc1nc2c([nH]c3ccccc32)c(=O)n1-c1ccc(F)cc1)NCc1ccco1,?,3%&-5%,?
Cc1cc(C)nc(NS(=O)(=O)c2ccc(NC(=O)c3ccccc3[N+](=O)[O-])cc2)n1,-1%,.,3%
CCOc1cc(C2C3=C(CC(C)(C)CC3=O)OC3=C2C(=O)CC(C)(C)C3)cc([N+](=O)[O-])c1O,27%,5%,1%
COc1cc(N/N=C/c2ccccc2O)ncn1,1.6µM*,7%,1.5µM*
O=C(O)CC(Cc1ccc(Br)cc1)C(=O)O (centres undefined),-1%,3%,-11%
CNc1nc(-c2ccccc2C)nc2ccccc12,?,.,-20%
CN(c1cccc(NC(=O)COc2ccccc2)c1)S(C)(=O)=O,-25%,11%,-28%
CC(C)CC(=O)Nc1ccc(C(=O)OCc2cc(=O)n3nc(C4CCCCC4)sc3n2)cc1,?,4%,?
Cc1ccc(C)n1-c1nccc(-c2ccco2)n1,-16%,6%,?
Cc1cccc(N=Nc2c(N)n[nH]c2-c2ccc(Cl)cc2)c1,?,7%,?
COc1cc(C(=O)Nc2cccc(-n3cnnn3)c2)cc(Cl)c1OC,?,.,?
CCCN1C(=O)c2[nH]nc(-c3ccccc3O)c2C1c1cccc(OCc2ccccc2)c1 (centres undefined),21µM*,7%,9.2µM*
COc1cccc(/C=C/C(=O)Nc2ccc(N3CCOCC3)cc2)c1OC,8%,2%,?
O=C(CCN1CCOCC1)c1ccc(Cl)cc1,2.9µM*,-5%,2.6µM*
N#C/C(=C(/O)COC(=O)c1ccc2c(c1)OCCO2)c1nc2ccccc2[nH]1,-4%,10%,-1%
CC(C)C(NC(=O)/C(=C/c1ccco1)NC(=O)c1ccc(Br)o1)C(=O)O (centres undefined),0%,.,-5%
Cc1oc(C(C)(C)C)cc1C(=O)Nc1cccc(/C=C/C(=O)O)c1,10%,0%,-2%
O=C(CSc1ncc(-c2ccccc2)[nH]1)Nc1ccc(F)cc1F,?,10%,?

# Continued.
SMILES,DT40 TDP1 CPT,TDP1 inh,DT40 TDP1 no CPT
CCOC(=O)N1CCC(=NNc2ccc(S(=O)(=O)N3CCOCC3)cc2[N+](=O)[O-])CC1,-24%,8%,?
CC(NC(=O)c1cn(C)c2ccc(S(=O)(=O)N3CCCC3)cc2c1=O)c1ccc2c(c1)OCCO2 (centres undefined),?,2%,?
CNc1nc(-c2ccc3c(c2)CCN3S(=O)(=O)c2ccccc2)c(C)s1,?,5%,?
O=C(Nc1cccc(C(F)(F)F)c1)c1ccc2sc([C@@H]3O[C@H](CO)[C@H](O)[C@H](O)[C@H]3O)nc2c1,0%,.,-15%
CC(C)Oc1ccc(C(=O)NCC2Cc3cc(F)cc(-c4cnccn4)c3O2)cc1 (centres undefined),?,.,?
CC(OC(=O)CCCc1nc2ccccc2s1)C(=O)NC(N)=O (centres undefined),10%,6%,-1%
Cc1ccc(-c2nnn(CC(=O)N(c3cccc(F)c3)C(C(=O)NC3CCCC3)c3ccncc3)n2)o1 (centres undefined),5%,.,-11%
O=C(c1ccc[nH]1)N1O[C@@H]2C=C[C@H]1C2,2%,.,-11%
COc1ccc(C(=O)Nc2cccc(-c3ccc4nncn4n3)c2)cc1,15µM*,0%,15µM*
CCCN1CCN(C(=O)Nc2cccc(C(F)(F)F)c2)CC1,-24%,2%,-14%
CC(=O)c1ccc(NC(=O)CSc2ccsc2[N+](=O)[O-])cc1,8%,.,-3%
CCCCCCCCCCCCCCCC(O)C[N+](C)(C)CCO (centres undefined),5.2µM*,.,3.3µM*
Cc1ccc(S(=O)(=O)N2CC3C(=O)C[C@@H](c4ccccc4)N(S(=O)(=O)c4ccccc4Cl)C3CC2c2ccccc2)cc1 (some centres undefined),2%,.,-30%
Cc1onc(-c2c(Cl)cccc2Cl)c1C(=O)NC(=S)N1CCOCC1,?,3%,?
CC(C(=O)Nc1ccc(S(=O)(=O)N2CCCC2)cc1)N(C)CC(=O)Nc1cccc(F)c1 (centres undefined),?,0%,?
S=c1[nH]cc(-c2ccc(Cl)cc2)n1-c1ccccc1,?,-5%,?
O=C(OCn1ncc(Br)c(Br)c1=O)c1ccccc1Cl,1.2µM*,4%,1.5µM*
CC(C)(C)c1ccc(OC2=CS(=O)(=O)c3ccccc32)cc1,?,-8%,?
O=C(NCCCc1nc2ccccc2[nH]1)c1ccc(F)cc1,10%,-4%,-6%
Cc1cccnc1NC(=S)NC(=O)/C=C/c1ccco1,-17%,.,-18%

# A run of entries taken from the entries so far:
SMILES,DT40 TDP1 CPT,TDP1 inh,DT40 TDP1 no CPT
CC(C)Oc1ccc(C(=O)NCC2Cc3cc(F)cc(-c4cnccn4)c3O2)cc1 (centres undefined),?,.,?
CC(OC(=O)CCCc1nc2ccccc2s1)C(=O)NC(N)=O (centres undefined),10%,6%,-1%
Cc1ccc(-c2nnn(CC(=O)N(c3cccc(F)c3)C(C(=O)NC3CCCC3)c3ccncc3)n2)o1 (centres undefined),5%,.,-11%
O=C(c1ccc[nH]1)N1O[C@@H]2C=C[C@H]1C2,2%,.,-11%
COc1ccc(C(=O)Nc2cccc(-c3ccc4nncn4n3)c2)cc1,15µM*,0%,15µM*
CCCN1CCN(C(=O)Nc2cccc(C(F)(F)F)c2)CC1,-24%,2%,-14%
CC(=O)c1ccc(NC(=O)CSc2ccsc2[N+](=O)[O-])cc1,8%,.,-3%
CCCCCCCCCCCCCCCC(O)C[N+](C)(C)CCO (centres undefined),5.2µM*,.,3.3µM*
Cc1ccc(S(=O)(=O)N2CC3C(=O)C[C@@H](c4ccccc4)N(S(=O)(=O)c4ccccc4Cl)C3CC2c2ccccc2)cc1 (some centres undefined),2%,.,-30%
Cc1onc(-c2c(Cl)cccc2Cl)c1C(=O)NC(=S)N1CCOCC1,?,3%,?
CC(C(=O)Nc1ccc(S(=O)(=O)N2CCCC2)cc1)N(C)CC(=O)Nc1cccc(F)c1 (centres undefined),?,0%,?
S=c1[nH]cc(-c2ccc(Cl)cc2)n1-c1ccccc1,?,-5%,?
O=C(OCn1ncc(Br)c(Br)c1=O)c1ccccc1Cl,1.2µM*,4%,1.5µM*

# (list continues)
SMILES,DT40 TDP1 CPT,TDP1 inh,DT40 TDP1 no CPT
CCOC(=O)C1CCCN(S(=O)(=O)c2ccc(N3CCCCS3(=O)=O)cc2)C1 (centres undefined),?,1%,?
O=C(Nc1nnc(COc2ccccc2)s1)C1CCN(S(=O)(=O)c2ccc(Cl)cc2)CC1,-19%,4%,-20%
O=[N+]([O-])c1c(NCCCO)cc(Sc2nc3ccccc3s2)c2nonc12,1.3µM*,6%,0.79µM*
CC(CCc1ccco1)NC(=O)Cn1ncc2c(=O)oc3ccccc3c21 (centres undefined),-3%,3%,-8%
CC(C)CNC(=O)C(=O)Nc1ccc2c(c1)N(S(=O)(=O)c1cccs1)CCC2,?,.,?
CN(C(=O)COC(=O)C1CCN(S(=O)(=O)c2c(Cl)cccc2Cl)CC1)C1CCCCC1,?,-1%,-21%
CCn1c(C)nc2cc(C(=O)NNC(=S)Nc3ccccc3Cl)ccc21,-24%,8%,-10%
C=CCn1c(Cc2cccs2)nnc1SCC(=O)NC1CC1,8%,2%,7%
Cc1ccc(-c2nn(C)c(=O)c3ccccc23)cc1CNC(=O)NC1CCCCC1,?,1%,?
Cc1c(C(=O)NCc2ccc(S(N)(=O)=O)cc2)oc2ccc(Cl)cc12,-10%,-5%,-7%
CC(C)(CO)NS(=O)(=O)c1ccc2c(c1)Cc1cc(S(=O)(=O)NC(C)(C)CO)ccc1-2,1%,.,3%
O=C(Nc1ccccc1)c1cc(C2CCCCN2C(=O)c2ccccc2)on1 (centres undefined),21µM*,.,?
COc1ccc2c(-c3cccnc3)cc(=O)[nH]c2c1,-12%,2%,-23%
Cc1c(C(=O)NCCCc2ccncc2)cnn1-c1ncc2c(n1)-c1ccccc1CC2,-5%[9.04 µM],.,?
COc1cccc(CNc2nc3c(-c4cccc(C)c4)nnn3c3ccccc23)c1,-23%,-1%,?
CCOC(=O)Cc1nc(-c2ccc(Cl)cc2)n[nH]1,-2%,1%,-20%
Cc1cc(C(=O)CSc2nnnn2C)c(C)n1CCc1ccc(Cl)cc1,-5%,6%,-20%
O=C(c1ccccc1)N(c1ccccc1)c1nccc2ccccc12,-18%,.,?
Cc1ccc(CO/N=C\Cc2snc(Sc3ncc(C(F)(F)F)cc3Cl)c2C#N)cc1,?,10%,?
Cc1nc2ccc(S(=O)(=O)CCC(=O)Nc3ccc(Cl)cc3)cc2s1,-14%,8%,-16%
O=C(CN1C(=O)NC2(CCCc3ccccc32)C1=O)N1CCc2ccccc2C1 (centres undefined),?,3%,21µM*
Cc1ccc(N2CCN(C(=O)c3[nH]c(C(F)(F)F)nc3-c3ccccc3)CC2)cc1,?,.,?
C[n+]1cccc2c(Br)ccc([O-])c21,9%,-5%,-26%
COc1cccc(NC(=O)N2CCN(S(C)(=O)=O)CC2)c1,25%,8%,-10%
